NS3 helicase inh = inhibitors of Hepatitis C virus NS3 helicase | NS3 helicase DNA unwinding, Cy5 molecular beacon fluorescence | inhibition, % at 10.9 µM | actives 0.56% (n = 290,000) | AID 1800;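 active = inhibition above the mean of all tested compounds plus 3 SD, set per campaign, cut at about 35% in these data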;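 note: 0% = DMSO wells and 100% = thioflavine S control wells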
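System: HCV NS3 helicase fragment; control set: DMSO and thioflavine S; technique: Cy5 fluorescence at 0 and 60 min, beacon hairpin quenching; reagent: beacon DNA duplex substrate plus ATP; replicates: singlicate; schedule: 1 h reaction at 25 °C, ATP-initiated; medium: MOPS buffer pH 6.5 with MgCl2, DTT, Tween20, BSA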
SUMO HTRF inh = SUMOylation inhibition | actives 0.36% (n = 290,000) | inhibition, % at 35 µM | P63279 | AID 2006 | HTRF SUMOylation assay, SAE1/SAE2 + UBC9, in vitro; in the data active = inhibition above about 50%, passing the limit was not always enough; note: strong numbers were not always called active
Target sequence (P63279 whole entry, looked up): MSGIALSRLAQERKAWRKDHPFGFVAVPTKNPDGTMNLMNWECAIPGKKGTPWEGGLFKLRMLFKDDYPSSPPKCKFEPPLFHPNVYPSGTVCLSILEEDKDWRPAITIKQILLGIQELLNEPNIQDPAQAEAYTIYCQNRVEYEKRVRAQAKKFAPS
PHOSPHO1 inh = blocks human PHOSPHO1 phosphatase activity; Q8TCT1; recombinant PHOSPHO1, absorbance phosphatase assay; inhibition, % at 13.3 µM; actives 1.1% (n = 290,000); AID 1565; in the data active = inhibition above about 60%
Target sequence (Q8TCT1 whole entry, looked up): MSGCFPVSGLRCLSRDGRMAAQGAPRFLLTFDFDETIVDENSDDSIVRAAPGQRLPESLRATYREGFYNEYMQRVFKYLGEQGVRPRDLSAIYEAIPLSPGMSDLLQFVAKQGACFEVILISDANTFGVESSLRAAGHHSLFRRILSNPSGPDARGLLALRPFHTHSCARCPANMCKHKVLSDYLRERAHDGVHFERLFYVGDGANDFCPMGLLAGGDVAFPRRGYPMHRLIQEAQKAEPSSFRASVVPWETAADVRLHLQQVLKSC
DNA FID counter = counter-screen for HCV NS3 helicase inhibitors: DNA intercalator displacement. DNA fluorescent intercalator displacement, fluorescence. inhibition, % at 7.9 µM. actives 0.17% (n = 290,000). AID 1845; in the data active = inhibition above about 37%;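 note: 0% = vehicle and 100% = reference compound; higher means more ethidium bromide displaced from hairpin DNA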
IMP-1 inh = blocks Pseudomonas aeruginosa IMP-1 metallo-beta-lactamase; purified IMP-1, nitrocefin hydrolysis, epi-absorbance fluorescence; inhibition, % at 5.6 µM; actives 0.45% (n = 290,000);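 active = inhibition above the mean plus 3 SD of all compounds in the same screening run, cut at about 4.5% in these data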;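 note: 0% = IMP-1 with DMSO and 100% = DMSO wells lacking enzyme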
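Material – recombinant IMP-1 enzyme, purified · Amount – IMP-1 0.2 nM before substrate addition · Medium – HEPES buffer pH 7.1 with ZnSO4 and Brij 35 · Timing – 25 °C, 15 min preincubation, 25 min reaction · Measured by – plate fluorescence quenching by hydrolysis product, ex 480/em 530 nm · Read-out – percent enzyme inhibition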
p-CIP stab down = compounds decreasing mouse p/CIP protein stability. Q05BA5. F442A p/CIP-EGFP cells, EGFP fluorescence, 16 h. decrease of EGFP signal, % at 10 µM. actives 0.01% (n = 290,000). AID 1984;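 active = EGFP signal decrease of at least 30% at 10 µM or well 3 SD below plate mean, unless failing retest; inactive = the rest, including hits failing retest or dose response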; note: some compounds called inactive have numbers as strong as hits; many of its hits are not listed in these tables
VIM-2 inhibitor = inhibitors of Pseudomonas aeruginosa VIM-2 metallo-beta-lactamase. actives 0.89% (n = 290,000). purified VIM-2, nitrocefin hydrolysis, epi-absorbance fluorescence. inhibition, % at 5.6 µM;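 active = inhibition above the mean of all tested compounds plus 3 SD, cutoff set per screening run, cut at about 7.5% in these data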;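 note: red hydrolysis product quenches plate fluorescence so inhibitors raise well fluorescence; 0% = enzyme with DMSO and 100% = DMSO without enzyme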
MEKK3 PB1 HTS = raises or lowers MEK5 binding to the human MEKK3 PB1 domain | Q99759 | bead-based flow cytometry, Alexa488-MEK5 binding to MEKK3; actives lie on both sides; 0 = blocked by unlabeled MEK5, 100 = vehicle | binding response (% of control), % at 10 µM | actives 1.4% (n = 290,000);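 active = binding response more than 3 SD above or below the average of its plate-row segment, actives on both sides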;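 note: Alexa488 bead fluorescence after subtracting the streptavidin-only scavenger bead signal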
Target sequence (Q99759 whole entry, looked up, the tested form may be a part): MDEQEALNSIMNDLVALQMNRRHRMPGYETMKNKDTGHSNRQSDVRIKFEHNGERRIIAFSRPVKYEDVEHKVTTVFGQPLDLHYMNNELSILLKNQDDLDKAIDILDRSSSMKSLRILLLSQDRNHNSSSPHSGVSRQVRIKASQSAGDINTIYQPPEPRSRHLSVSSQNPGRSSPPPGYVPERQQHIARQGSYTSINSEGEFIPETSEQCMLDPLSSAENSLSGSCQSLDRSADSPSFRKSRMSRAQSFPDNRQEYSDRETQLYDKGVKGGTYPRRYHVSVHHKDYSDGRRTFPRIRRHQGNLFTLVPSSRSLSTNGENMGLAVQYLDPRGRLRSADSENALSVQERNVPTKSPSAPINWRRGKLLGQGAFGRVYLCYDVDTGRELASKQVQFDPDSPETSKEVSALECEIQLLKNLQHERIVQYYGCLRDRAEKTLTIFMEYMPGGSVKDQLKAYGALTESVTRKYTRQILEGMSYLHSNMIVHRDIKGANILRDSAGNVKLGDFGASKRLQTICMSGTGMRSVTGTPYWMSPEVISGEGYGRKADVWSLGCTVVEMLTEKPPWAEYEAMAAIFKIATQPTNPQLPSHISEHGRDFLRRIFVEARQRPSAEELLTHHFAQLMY
IDE cell activ = IDE (human) activation, cell-based; P14735; HEK cells, FAbeta-B cleavage, fluorescence polarization; 0% vehicle, 100% cell-free pure enzyme wells; activation, % at 5.96 µM; actives 0.073% (n = 340,000); AID 493087;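 active = activation above the mean of all tested compounds plus 3 SD, set per screening campaign, cut at about 17% in these data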
An asterisk follows results filed as active. An excerpt; rates above refer to the full screens.

Screening C(=N\Nc1ccccn1)/c1c[nH]c2ccccc12 returned NS3 helicase inh 6, SUMO HTRF inh 8, PHOSPHO1 inh 33, DNA FID counter 5, IMP-1 inh -3.7, p-CIP stab down -9, VIM-2 inhibitor -3.1, MEKK3 PB1 HTS 104 and IDE cell activ 2.
Screening NC(=O)c1ccccc1NC(=O)CCCc1ccccc1 returned NS3 helicase inh -6, SUMO HTRF inh 5, PHOSPHO1 inh 44, DNA FID counter -7, IMP-1 inh -3.2, p-CIP stab down 1, VIM-2 inhibitor -1.0, MEKK3 PB1 HTS 108 and IDE cell activ 3.
Screening CC(=O)/C(=N/Nc1ccc(C)cc1)Sc1nnc(CCc2ccccc2)n1-c1ccccc1 returned NS3 helicase inh -1, SUMO HTRF inh 4, PHOSPHO1 inh -19, DNA FID counter 6, IMP-1 inh -3.5, p-CIP stab down 2, VIM-2 inhibitor -2.9, MEKK3 PB1 HTS 94 and IDE cell activ -3.
`CC(O)[C@@H](C(=O)N1CCNCC1)n1cc(CCCCN)nn1` (stereo not given in full) gave NS3 helicase inh -3, SUMO HTRF inh 5, PHOSPHO1 inh 1, DNA FID counter 3, IMP-1 inh -2.4, p-CIP stab down -2, VIM-2 inhibitor -0.6, MEKK3 PB1 HTS 104 and IDE cell activ 4.
CC1CN(C(NC(=O)C(C)(C)C)C(Cl)(Cl)Cl)CC(C)O1 (stereo not given) was read as NS3 helicase inh -1, SUMO HTRF inh 12, PHOSPHO1 inh 32, DNA FID counter -1, IMP-1 inh -2.2, p-CIP stab down -21, VIM-2 inhibitor -2.6, MEKK3 PB1 HTS 94 and IDE cell activ 5.
Screening Cc1ccc(N2C(=O)c3ccc(C(=O)N4CCOCC4)cc3C2=O)cc1C returned NS3 helicase inh 14, SUMO HTRF inh -5, PHOSPHO1 inh -13, DNA FID counter -8, IMP-1 inh -2.0, p-CIP stab down -15, VIM-2 inhibitor 0.0, MEKK3 PB1 HTS 104 and IDE cell activ -1.
Screening O=C(Nc1cc(S(=O)(=O)N2CCOCC2)ccc1O)c1ccc(NS(=O)(=O)c2ccc(Cl)s2)cc1 returned NS3 helicase inh -6, SUMO HTRF inh -25, PHOSPHO1 inh -10, DNA FID counter 11, IMP-1 inh -2.2, p-CIP stab down 4, VIM-2 inhibitor -3.5, MEKK3 PB1 HTS 104 and IDE cell activ 5.
For CC(C)CCC(=O)N1CCOC1=O the results were NS3 helicase inh 2, SUMO HTRF inh 3, PHOSPHO1 inh -13, DNA FID counter -5, IMP-1 inh 1.0, p-CIP stab down -7, VIM-2 inhibitor 1.2, MEKK3 PB1 HTS 102 and IDE cell activ -3.
For COc1ccc(S(=O)(=O)N2CCCC(C(=O)NCc3ccccn3)C2)cc1 (stereo not given) the results were NS3 helicase inh 0, SUMO HTRF inh 27, PHOSPHO1 inh 29, DNA FID counter -9, IMP-1 inh -1.5, p-CIP stab down -9, VIM-2 inhibitor -3.5, MEKK3 PB1 HTS 87 and IDE cell activ -4.
Screening Cc1cnc(C(=O)OCC(=O)NC(C)CCc2ccccc2)cn1 (stereo not given) returned NS3 helicase inh 2, SUMO HTRF inh 11, PHOSPHO1 inh 28, DNA FID counter -4, IMP-1 inh -1.4, p-CIP stab down -4, VIM-2 inhibitor 0.1, MEKK3 PB1 HTS 106 and IDE cell activ -2.
For CCOc1ncccc1C(=O)NCCc1ccc(S(N)(=O)=O)cc1 the results were NS3 helicase inh 14, SUMO HTRF inh -6, PHOSPHO1 inh 20, DNA FID counter -8, IMP-1 inh -4.7, p-CIP stab down 7, VIM-2 inhibitor 1.2, MEKK3 PB1 HTS 101 and IDE cell activ 0.
O=C(Nc1cccc(C(F)(F)F)c1)c1cc(-c2ccc(F)cc2)on1 was read as NS3 helicase inh 0, SUMO HTRF inh 4, PHOSPHO1 inh -4, DNA FID counter -1, IMP-1 inh -2.0, p-CIP stab down -16, VIM-2 inhibitor -5.1, MEKK3 PB1 HTS 100 and IDE cell activ 6.
COc1ccc(OCC(O)Cn2c(=N)n(Cc3ccccc3)c3ccccc32)cc1 (stereo not given) was read as NS3 helicase inh -89, SUMO HTRF inh 2, PHOSPHO1 inh 7, DNA FID counter 48*, IMP-1 inh 1.2, p-CIP stab down -8, VIM-2 inhibitor 2.0, MEKK3 PB1 HTS 95 and IDE cell activ 0.
c1ccc(-c2noc(-c3cccs3)n2)nc1 was read as NS3 helicase inh -6, SUMO HTRF inh 8, PHOSPHO1 inh 14, DNA FID counter -1, IMP-1 inh -1.9, p-CIP stab down 0, VIM-2 inhibitor 1.5, MEKK3 PB1 HTS 104 and IDE cell activ 7.
`O=C(CSc1nc2ccccc2s1)NCCOc1ccc(Cl)cc1` gave NS3 helicase inh -9, SUMO HTRF inh -21, PHOSPHO1 inh -8, DNA FID counter -23, IMP-1 inh -2.6, p-CIP stab down 8, VIM-2 inhibitor -1.5, MEKK3 PB1 HTS 100 and IDE cell activ -4.
`COC(=O)c1c(NC(=O)CN2CCCC(C)C2)c2c(C)cccc2n1C` (stereo not given) gave NS3 helicase inh 29, SUMO HTRF inh 8, PHOSPHO1 inh -8, DNA FID counter 2, IMP-1 inh -1.5, p-CIP stab down -3, VIM-2 inhibitor -2.7, MEKK3 PB1 HTS 104 and IDE cell activ 4.
Screening COc1ccc(CN2CCSCC2)c(C)c1C returned NS3 helicase inh -9, SUMO HTRF inh 14, PHOSPHO1 inh 25, DNA FID counter 1, IMP-1 inh 0.7, p-CIP stab down -17, VIM-2 inhibitor -0.6, MEKK3 PB1 HTS 100 and IDE cell activ 4.
For CCN(Cc1ccccc1)C(c1cccs1)c1nnnn1C1CCCCC1 (stereo not given) the results were NS3 helicase inh -3, SUMO HTRF inh 2, PHOSPHO1 inh -21, DNA FID counter 1, IMP-1 inh -2.0, p-CIP stab down -6, VIM-2 inhibitor -2.1, MEKK3 PB1 HTS 73 and IDE cell activ 5.
CC(C)(C)C1CCC(OC(=O)CN2CCCCC2)CC1 (stereo not given) was read as NS3 helicase inh -1, SUMO HTRF inh -7, PHOSPHO1 inh 12, DNA FID counter 0, IMP-1 inh -4.5, p-CIP stab down -10, VIM-2 inhibitor -2.7, MEKK3 PB1 HTS 102 and IDE cell activ 4.
`CC(C)NS(=O)(=O)c1ccc(OCC(=O)Nc2ccc(F)cc2)cc1` gave NS3 helicase inh -1, SUMO HTRF inh 3, PHOSPHO1 inh -19, DNA FID counter -11, IMP-1 inh -1.2, p-CIP stab down -8, VIM-2 inhibitor -2.3, MEKK3 PB1 HTS 104 and IDE cell activ -4.
For CCN(CC)CCCNC(=O)C(C)Sc1nc(-c2ccccc2)cc(C(F)(F)F)n1 (stereo not given) the results were NS3 helicase inh -7, SUMO HTRF inh 11, PHOSPHO1 inh 14, DNA FID counter 17, IMP-1 inh -2.7, p-CIP stab down -6, VIM-2 inhibitor -1.9, MEKK3 PB1 HTS 103 and IDE cell activ -5.
`CC(=O)C1=C(C)N(Cc2ccco2)C(=O)C1(NC(=O)C1CCCCC1)C(F)(F)F` (stereo not given) gave NS3 helicase inh 3, SUMO HTRF inh -1, PHOSPHO1 inh 16, DNA FID counter -12, IMP-1 inh -4.1, p-CIP stab down 0, VIM-2 inhibitor -3.6, MEKK3 PB1 HTS 91 and IDE cell activ 4.
For CC(OC(=O)CN1C(=O)c2ccccc2C1=O)C(=O)NCc1ccccc1 (stereo not given) the results were NS3 helicase inh 1, SUMO HTRF inh -3, PHOSPHO1 inh 23, DNA FID counter -12, IMP-1 inh -3.0, p-CIP stab down 5, VIM-2 inhibitor -1.6, MEKK3 PB1 HTS 100 and IDE cell activ -2.
For CC1=CC(C)(C)N(C)C(=O)N1c1ccc(Cl)cc1 the results were NS3 helicase inh 4, SUMO HTRF inh -14, PHOSPHO1 inh 32, DNA FID counter -5, IMP-1 inh -2.7, p-CIP stab down 0, VIM-2 inhibitor -2.8, MEKK3 PB1 HTS 102 and IDE cell activ 3.
Screening Cc1c(Cl)cccc1NC(=O)C(=O)NNS(=O)(=O)c1ccc(F)cc1 returned NS3 helicase inh -1, SUMO HTRF inh 22, PHOSPHO1 inh 28, DNA FID counter -27, IMP-1 inh -1.6, p-CIP stab down -11, VIM-2 inhibitor -3.5, MEKK3 PB1 HTS 100 and IDE cell activ 2.
For Cc1cc([N+](=O)[O-])cnc1NC(C)c1ccccc1 (stereo not given) the results were NS3 helicase inh -14, SUMO HTRF inh 11, PHOSPHO1 inh 36, DNA FID counter 2, IMP-1 inh -1.0, p-CIP stab down -19, VIM-2 inhibitor 0.4, MEKK3 PB1 HTS 89 and IDE cell activ 5.
Screening Cc1cc(Cl)ccc1OCC(=O)OC(C)C(=O)N(C)C (stereo not given) returned NS3 helicase inh 2, SUMO HTRF inh 15, PHOSPHO1 inh -1, DNA FID counter -1, IMP-1 inh -1.8, p-CIP stab down 8, VIM-2 inhibitor -0.9 and IDE cell activ 3.
For CC1(c2nnc(Cc3ccccc3)o2)CC(c2ccc([N+](=O)[O-])cc2)=NO1 (stereo not given) the results were SUMO HTRF inh 6, PHOSPHO1 inh 20, p-CIP stab down -10, MEKK3 PB1 HTS 117 and IDE cell activ 5.
COC(=O)c1[nH]c2cc(OC)c(OC)cc2c1NC(=O)Oc1ccccc1 was read as NS3 helicase inh 8, SUMO HTRF inh -5, PHOSPHO1 inh 59, DNA FID counter 2, IMP-1 inh -0.7, p-CIP stab down 5, VIM-2 inhibitor 0.8, MEKK3 PB1 HTS 100 and IDE cell activ 1.

Quoted at random: 3 records from the list.
For CC(OC(=O)CN1C(=O)c2ccccc2C1=O)C(=O)NCc1ccccc1 (stereo not given) the results were NS3 helicase inh 1, SUMO HTRF inh -3, PHOSPHO1 inh 23, DNA FID counter -12, IMP-1 inh -3.0, p-CIP stab down 5, VIM-2 inhibitor -1.6, MEKK3 PB1 HTS 100 and IDE cell activ -2.
`COC(=O)c1c(NC(=O)CN2CCCC(C)C2)c2c(C)cccc2n1C` (stereo not given) gave NS3 helicase inh 29, SUMO HTRF inh 8, PHOSPHO1 inh -8, DNA FID counter 2, IMP-1 inh -1.5, p-CIP stab down -3, VIM-2 inhibitor -2.7, MEKK3 PB1 HTS 104 and IDE cell activ 4.
Screening Cc1c(Cl)cccc1NC(=O)C(=O)NNS(=O)(=O)c1ccc(F)cc1 returned NS3 helicase inh -1, SUMO HTRF inh 22, PHOSPHO1 inh 28, DNA FID counter -27, IMP-1 inh -1.6, p-CIP stab down -11, VIM-2 inhibitor -3.5, MEKK3 PB1 HTS 100 and IDE cell activ 2.
